Assay outcomes (PubChem BioAssay)
FBW7 act: activators of human E3 ligase FBW7. Q969H0. AlphaScreen FBW7–phospho-cyclin E peptide binding, activator screen. normalized activity (activation), % at 26.1 µM. 0.13% of 650,000 active; in the data active = normalized activity above about 1.9%;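 also: purified mutant Fbw7 with reduced substrate affinity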
GPR151 ag: activates the human receptor GPR151 | Q8TDV0 | PathHunter beta-arrestin GPR151 cells, luminescence | activation, % at 11.2 µM | 1% of 650,000 active; in the data active = activation above about 4.9%;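 also: 0% = median of compound wells and 100% = cells with positive control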
Target sequence (Q8TDV0 whole entry, looked up): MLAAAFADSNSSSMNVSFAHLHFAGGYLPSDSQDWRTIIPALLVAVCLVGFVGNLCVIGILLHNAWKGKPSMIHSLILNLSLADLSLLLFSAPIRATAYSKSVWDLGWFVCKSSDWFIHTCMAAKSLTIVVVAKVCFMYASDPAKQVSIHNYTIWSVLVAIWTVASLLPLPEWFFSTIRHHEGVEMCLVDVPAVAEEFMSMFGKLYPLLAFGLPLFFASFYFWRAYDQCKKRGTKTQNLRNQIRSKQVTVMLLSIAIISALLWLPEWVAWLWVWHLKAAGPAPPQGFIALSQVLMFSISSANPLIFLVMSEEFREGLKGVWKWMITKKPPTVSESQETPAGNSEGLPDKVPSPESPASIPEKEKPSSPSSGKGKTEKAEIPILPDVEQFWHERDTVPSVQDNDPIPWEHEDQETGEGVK
MITF primary: inhibitors of human MITF | O75030 | AlphaScreen MITF homodimerization, bead proximity signal | inhibition, % at 2.6 µM | 0.91% of 650,000 active | AID 1259374; in the data active = inhibition above about 50%;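 also: 0% = vehicle wells with protein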
Target sequence (O75030 whole entry, looked up): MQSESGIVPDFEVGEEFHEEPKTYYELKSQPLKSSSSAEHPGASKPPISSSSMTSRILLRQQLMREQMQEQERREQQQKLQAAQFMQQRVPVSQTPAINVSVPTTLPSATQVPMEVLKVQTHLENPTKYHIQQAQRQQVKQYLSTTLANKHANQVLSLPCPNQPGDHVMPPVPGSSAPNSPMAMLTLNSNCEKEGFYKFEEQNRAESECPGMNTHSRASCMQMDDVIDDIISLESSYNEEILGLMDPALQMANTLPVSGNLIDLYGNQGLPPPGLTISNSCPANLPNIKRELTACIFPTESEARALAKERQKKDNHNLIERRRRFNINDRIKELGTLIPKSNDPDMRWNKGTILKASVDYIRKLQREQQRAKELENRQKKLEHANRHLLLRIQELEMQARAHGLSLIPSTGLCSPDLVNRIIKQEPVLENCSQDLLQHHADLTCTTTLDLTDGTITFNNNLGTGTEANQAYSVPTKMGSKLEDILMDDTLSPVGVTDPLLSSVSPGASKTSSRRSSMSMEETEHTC
TEAD-YAP inh: TEAD-YAP interaction inhibition; HEK-TIYL cells, TEAD-Gal4/YAP UAS-luciferase luminescence; inhibition, % at 9.12 µM; 1.4% of 640,000 active; in the data active = inhibition above about 32%;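 also: 0% = median of test compound wells and 100% = reference inhibitor wells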
The depositor's hits bear a star; . = not tested or not shown.

SMILES	FBW7 act	GPR151 ag	MITF primary	TEAD-YAP inh
CC1CCC2C(=O)N(c3ccccc3OC(=O)c3ccccc3)C(=O)C2C1 (configuration not stated)	-0.2	-0.5	-5	1
CCOc1cc(CN2CCC3(CCC(CNC(C)=O)O3)CC2)ccc1OC (configuration not stated)	-0.2	0.9	-4	4
O=C(COn1nnc2ccc(C(F)(F)F)cc21)Nc1nnc(-c2ccccc2)o1	0.0	0.8	1	-3
COCCNc1nc2c(S(=O)(=O)c3ccc(C)c(C)c3)nnn2c2ccccc12	0.3	-0.1	12	-1
CC(NC(=O)Nc1ccccc1Cl)(C(F)(F)F)C(F)(F)F	-0.1	0.4	-13	0
O=C(Nc1ccccc1Cl)c1ccc(=O)n(Cc2ccc(F)cc2)c1	0.1	0.5	2	1
COc1ccccc1C1SCCN1S(=O)(=O)c1ccccc1 (configuration not stated)	0.1	0.6	4	4
COc1ccc2c(c1)CC(c1nc(Nc3ccc4[nH]ncc4c3)c3ccccc3n1)CO2 (configuration not stated)	0.0	0.6	9	-13
CC1CCC(NC(=O)CCN2C(=O)C3CC=CCC3C2=O)CC1 (configuration not stated)	0.2	0.4	-23	-2
CCCCOC(=O)c1ccc(N2C(=O)c3ccc(C(=O)OCC(=O)c4ccc(Br)cc4)cc3C2=O)cc1	0.0	-0.9	-9	-2
CCN(CC)C(=O)C1CC(c2ccc(Cl)cc2)=NO1 (configuration not stated)	0.1	-0.4	4	-30
O=C(COC(=O)c1cccc(S(=O)(=O)N2CCCCCC2)c1)c1ccc(F)cc1	0.1	0.9	1	6
CN1CCN(/N=C/c2ccc3c(c2)OCO3)CC1	-0.1	-3.0	12	-45
O=C1ON=C(c2ccccc2Br)/C1=C/c1cccc([N+](=O)[O-])c1O	0.5	-0.1	20	2
c1ccc(-c2ccnc(NC3CCNCC3)n2)cc1	0.3	-0.5	20	-5
COc1ccc(-c2nnc(SCC(=O)NC(N)=O)o2)cc1	0.0	0.9	-4	-34
COc1cc(C2C(C(=O)OC(C)C)=C(C)NC3=C2C(=O)CC(c2ccccc2)C3)c([N+](=O)[O-])cc1OC (configuration not stated)	-0.3	0.9	18	24
FC(F)Oc1ccc(NC(=S)Nc2cccnc2)cc1	-0.1	-0.8	-3	10
Cc1ccccc1-n1ccnc1SCC(=O)O	0.5	-0.6	17	8
COc1ccc(CN2CCN(Cc3ccc(C(F)(F)F)cc3)CC2)c(OC)c1OC	-0.1	-0.7	78*	1
CCOC(=O)c1c(N)sc2c1CN(C(=O)OC)N(C(=O)OC)C2	-0.1	-0.2	9	-8
CCOC(=O)c1cnc2ccc(C(=O)OC)cc2c1Nc1ccc(OC)cc1	-0.2	0.5	8	-10
CCOC(=O)c1ccccc1N1C(=O)C2C3C=CC(C3=C(C)C)C2C1=O (configuration not stated)	0.5	-2.1	19	4
CCn1c2ccc(F)cc2c2nnc(SCCN3CCOCC3)nc21	-0.5	-0.4	9	-5
CCOC(=O)c1nn(-c2ccccc2)c(=O)c2c(NC(=O)CCCl)scc12	-0.1	1.7	4	3
Brc1cc(Br)c2nc(-c3ccccc3)c(-c3ccccc3)nc2c1	0.0	-0.1	-2	-8
Cn1c(CN(C(=O)CN2CCOCC2)c2ccccc2)c(C#N)c2ccccc21	0.1	-0.8	-4	4
CC(=O)Nc1ccc(C(=O)CSc2nc(-c3ccccc3)cc(=O)[nH]2)cc1	0.1	2.2	0	-6
CCOC(=O)c1c(NC(=O)c2ccc(C(C)(C)C)cc2)sc2c1CCC(C(C)(C)C)C2 (configuration not stated)	-0.1	-0.1	4	-3
COC(=O)C1CCCCN1Cc1ccc2c(c1)CN(C/C=C/c1ccco1)CCO2 (configuration not stated)	0.0	-0.6	11	-4
CN(C)c1cccc(Nc2nc(N)c3[nH]cnc3n2)c1	-0.3	0.5	18	-4
CCOC(=O)C1=C(C)N(c2ccc(C)c(C)c2)C(=O)/C1=C\c1ccccc1	-0.3	0.4	1	3
COC(=O)c1sc2nc3c(c(-c4ccco4)c2c1N)CCCCC3	0.3	-0.6	-13	-9
COc1ccccc1/C=C(\C#N)c1nc(-c2cc3ccccc3oc2=O)cs1	0.0	-0.3	-18	2
Cc1cccc(C(=O)Nc2nnc(SCC(=O)Nc3ccc([N+](=O)[O-])cc3)s2)c1	0.0	-0.5	15	-6
O=C(Nc1cccc(Cl)c1)c1cc(-c2ccccc2O)on1	0.0	-3.8	-1	-80
Cc1cc(C)n(-c2cccc(F)c2)c(=O)c1C(N)=O	0.0	-1.5	7	6
COc1ccccc1N=Cc1c(C)[nH]n(-c2ccccc2)c1=O	-0.3	-0.1	1	-16
Cc1ccc(NC(=O)CSc2nnc(NC(=O)Cc3ccccc3)s2)cc1	0.0	2.7	-3	8
COc1cccc(-c2csc(N3CCN(C(=O)c4ccc(Cl)cc4)CC3)n2)c1	0.0	2.7	2	-3

Single records, as listed above:
O=C(Nc1cccc(Cl)c1)c1cc(-c2ccccc2O)on1 is listed with FBW7 act = 0.0; GPR151 ag = -3.8; MITF primary = -1; TEAD-YAP inh = -80
COc1ccccc1/C=C(\C#N)c1nc(-c2cc3ccccc3oc2=O)cs1 is listed with FBW7 act = 0.0; GPR151 ag = -0.3; MITF primary = -18; TEAD-YAP inh = 2

Other entries:
SMILES	FBW7 act	GPR151 ag	MITF primary	TEAD-YAP inh
Cc1cc(C=C2C(=O)N(C)C(=S)N(C)C2=O)c(C)n1-c1cccc(F)c1	-0.1	2.1	-6	-10
N#CC1=C(SCc2ccccc2Cl)NC(=O)CC1c1cccs1 (configuration not stated)	-0.1	1.0	-1	-1
O=C(Nc1ccc(Cl)cn1)Nc1ccccc1C(F)(F)F	0.0	2.4	17	2
CCOC(=O)c1nnn(-c2nonc2N)c1CN1CCC(C)CC1	-0.1	-0.1	3	-3
CCOC(=O)C1=Cc2sc3c(c2CS1)CCCC3	0.0	0.7	0	-43
COc1ccc(NC(=O)CSc2ccccn2)c([N+](=O)[O-])c1	-0.2	1.0	-5	-59
O=C1CC(N2CCN(c3ccccn3)CC2)C(=O)N1c1cccc(Cl)c1 (configuration not stated)	-0.1	-0.9	-5	-6
O=C(/C=C\c1ccc2c(c1)OCO2)Nc1nnc(-c2ccccc2Cl)s1	-0.1	-2.1	-16	-5
O=C(CSc1nnc(-c2ccccn2)n1Cc1ccccc1)NCc1cccs1	0.0	-0.3	7	-7
CCN(CC)S(=O)(=O)c1ccc2c(c1)c(=O)c(C(=O)NCc1cccs1)cn2C	0.0	-0.8	13	-2
COc1nc(Nc2ccc(N3CCOCC3)cc2)nc(-c2c(C)nn(C)c2C)n1	-0.1	-0.5	2	1
COC(=O)c1ccccc1NC(=O)C(CC(=O)O)NCc1ccccc1 (configuration not stated)	-0.1	0.2	-18	3
O=C1CCCc2oc3c(cc(NS(=O)(=O)c4ccc5ccccc5c4)c4ccccc43)c21	-0.4	-0.3	-7	16
N#C/C(=C(/O)COc1ncnc2ccccc12)c1nc2ccccc2[nH]1	-0.2	0.6	12	8
CCOc1ccc2nc(NC(=O)CSc3nnnn3-c3ccc(OC)cc3)sc2c1	0.0	-0.1	-1	4
CSc1ccc(S(=O)(=O)Nc2ccccc2Br)cc1	-0.2	-0.1	46	4
CCNc1nc2c(c(=O)[nH]c(=O)n2C)n1CCCc1ccccc1	0.6	-1.2	17	10
O=C(COc1ccccc1)n1nc(-c2cccnc2)nc1NCc1cccs1	0.2	-1.1	-2	-4
Cc1ccc(C(=O)/C=C/c2ccc(Br)o2)o1	-0.6	-0.7	67*	-8
Cc1ccccc1C(=O)NCC1(c2ccccc2)CCOCC1	0.0	0.9	8	6
COc1cccc(CNC(=O)CNC(=S)N(Cc2ccccc2)Cc2ccccc2F)c1	-0.2	0.3	2	-5
COCCNCCCOc1ccc(Br)cc1Cl	0.0	-0.8	0	-18
COC(=O)Nc1sc2c(c1C(N)=O)CCC2	-0.1	0.2	12	6
CCOC(=O)C1(C)NC(c2cc(OC)c(OC)c(OC)c2)C2C(=O)N(CC)C(=O)C21 (configuration not stated)	-0.1	2.9	-5	0
COc1ccc(S(=O)(=O)N2CCCC(c3nc(-c4ccc(Cl)cc4)no3)C2)cc1 (configuration not stated)	0.2	1.4	7	-19
CC1CCCCN1S(=O)(=O)c1ccc2[nH]c(=O)ccc2c1 (configuration not stated)	0.1	1.6	11	-7
CCCCC(=O)Nc1cccc(NC(=O)c2ccc(Br)o2)c1	-0.3	-2.3	-12	-11
Cc1c(C(=O)N(C)Cc2ccccc2)cccc1[N+](=O)[O-]	0.0	3.4	10	4
O=C1CCCN1CCCNc1nc(NCc2cccnc2)nc2nc[nH]c12	0.2	1.2	0	-2
COC(=O)/C=C\C(=O)Nc1ccc(Br)c(C)c1	0.1	1.0	-3	47*
O=C(Nc1ccccc1)Nc1ccc(-c2nnc3n2CCCCC3)cc1	0.8	-0.2	18	-9
Cc1ncn(-c2ccc(Nc3ncc4cccc(-c5cncnc5)c4n3)cc2)n1	-0.3	-1.6	6	-23
C/C(=N/NC(=O)c1ccccc1O)c1ccc(F)cc1	0.0	-0.5	5	-27
Cc1ccc(NC(=O)CSc2nnc(-c3ccc([N+](=O)[O-])cc3)n2C)cc1	-0.1	1.6	1	2
COC(=O)c1cn(-c2ccccc2)nc1-c1ccc(OC)cc1	0.0	0.5	11	-26
Cc1cc(C)n2nc(CNS(=O)(=O)c3ccc(C(C)(C)C)cc3)nc2n1	0.1	1.7	10	2
C#CCN(C)C(=O)c1c(C)nc2ccccn12	0.0	-0.4	18	10
COC(=O)c1c(NC(=O)c2cc(Cl)ccc2[N+](=O)[O-])sc(C)c1C	-0.1	0.5	12	7
CCN[C@H]1CN(CCCOC)S(=O)(=O)c2sc(S(N)(=O)=O)cc21	0.0	1.8	-5	.
COc1ccccc1N1CCN(C2CCCN(CCCn3cccn3)C2)CC1 (configuration not stated)	0.1	0.0	2	-5

Ordered by length of the SMILES (descending): 7 of the compounds above
SMILES	FBW7 act	GPR151 ag	MITF primary	TEAD-YAP inh
COc1ccc(S(=O)(=O)N2CCCC(c3nc(-c4ccc(Cl)cc4)no3)C2)cc1 (configuration not stated)	0.2	1.4	7	-19
Cc1ncn(-c2ccc(Nc3ncc4cccc(-c5cncnc5)c4n3)cc2)n1	-0.3	-1.6	6	-23
COc1ccccc1N1CCN(C2CCCN(CCCn3cccn3)C2)CC1 (configuration not stated)	0.1	0.0	2	-5
CC1CCCCN1S(=O)(=O)c1ccc2[nH]c(=O)ccc2c1 (configuration not stated)	0.1	1.6	11	-7
CCCCC(=O)Nc1cccc(NC(=O)c2ccc(Br)o2)c1	-0.3	-2.3	-12	-11
COC(=O)/C=C\C(=O)Nc1ccc(Br)c(C)c1	0.1	1.0	-3	47*
C#CCN(C)C(=O)c1c(C)nc2ccccn12	0.0	-0.4	18	10

Remaining list, next part:
SMILES	FBW7 act	GPR151 ag	MITF primary	TEAD-YAP inh
COc1cccc(C(=O)NNS(=O)(=O)c2ccc(C)cc2)c1	-0.1	0.3	1	-1
COc1ccc(SCC(=O)N2CCN(c3nc4ccccc4s3)CC2)cc1	0.0	-0.7	0	-7
CCC1(c2ccccc2)NC(=S)N(c2ccc(Cl)cc2)N1 (configuration not stated)	-0.2	-0.4	-3	-9
OCCN1CCN(CCn2c(-c3ccc(Cl)cc3)cn3c4ccccc4nc23)CC1	-0.1	0.7	4	2
CCc1ccccc1N=C(Oc1ccc(F)cc1)c1ccccc1	0.1	-0.7	-3	4
O=C(CCSCCc1ccccn1)Nc1ccccc1Cl	0.2	0.4	7	1
COC(=O)c1ccc(NC(NC=O)C(Cl)(Cl)Cl)cc1 (configuration not stated)	0.6	-0.5	13	0
O=C(NCCc1ccc(O)cc1)c1ccnc(Nc2nccc3ccccc23)c1	0.0	1.8	1	-13
COc1cccc(C(=O)Nc2nnc(CCS(=O)(=O)c3ccc(Cl)cc3)s2)c1	0.0	-0.6	-3	7
O=C(CCn1c(=O)[nH]c2ccccc21)NCC1CCC2(CCN(Cc3ccncc3)CC2)O1 (configuration not stated)	0.0	0.0	-5	7
CCC(=O)n1nc(NCc2ccc(F)cc2)nc1NCc1ccc(F)cc1	-0.1	0.1	-3	2
CCN(CC)CCNc1c2c(nc3nnnn13)CCCC2	-0.2	0.4	11	3
CCn1c(=O)[nH]c2c(C(N)=O)nc(-c3cccc(C#N)c3)nc21	0.0	1.5	3	9
CCc1cc(C(=O)NCC2CCC3(CCN(CCCc4ccccc4)CC3)O2)no1 (configuration not stated)	-0.2	0.5	-3	9
COc1ccc(-c2csc(NC(=O)c3cccc(Oc4ccccc4)c3)n2)cc1	0.1	0.5	3	0
Brc1ccc(N2CCOCC2)nc1	-0.2	0.9	1	-1
O=C(c1ccccc1F)N1CCCC(c2nc(N3CCOCC3)ncc2-c2ccncc2)C1 (configuration not stated)	0.0	0.7	-4	56*
O=C(CC1SC(=Nc2ccccc2)NC1=O)Nc1cccc(C(=O)O)c1 (configuration not stated)	0.1	0.6	8	7
CCOC(=O)N1CCC(n2c(SCC(=O)Nc3ccc(OC)cc3OC)nc3ccsc3c2=O)CC1	-0.1	-1.8	8	2
CC1CCCC(C)N1C(=O)CSc1nnc(NC2CCCCC2)s1 (configuration not stated)	0.0	-0.3	2	2
Cc1cc(-n2nc(C)c3c2CCC3)nc(C)n1	0.1	2.3	14	6
COc1ccc(C(=O)O)cc1S(=O)(=O)N1CC(c2ccccc2)CC1=O (configuration not stated)	0.8	1.1	12	-2
O=C(Nn1c(-c2cccc(Cl)c2)nc2ccccc2c1=O)c1ccccc1F	0.1	2.1	1	-14
N#CC(C#N)=C(N)/C(C#N)=C\c1ccc(-c2cc(Cl)cc(Cl)c2)o1	-0.1	-0.6	4	0
